From PubChem BioAssay
Rv3671c protease: Rv3671c (M. tuberculosis) protease inhibition. inhibition, % at 5.96 µM. 320,000 compounds, 0.048% hits. AID 2606; in the data active = inhibition above about 38%;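 also: extracellular domain of Rv3671c used as enzyme; 0% = enzyme with DMSO and 100% = no enzyme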
Target sequence (P9WHR9 whole entry, looked up, the tested form may be a part): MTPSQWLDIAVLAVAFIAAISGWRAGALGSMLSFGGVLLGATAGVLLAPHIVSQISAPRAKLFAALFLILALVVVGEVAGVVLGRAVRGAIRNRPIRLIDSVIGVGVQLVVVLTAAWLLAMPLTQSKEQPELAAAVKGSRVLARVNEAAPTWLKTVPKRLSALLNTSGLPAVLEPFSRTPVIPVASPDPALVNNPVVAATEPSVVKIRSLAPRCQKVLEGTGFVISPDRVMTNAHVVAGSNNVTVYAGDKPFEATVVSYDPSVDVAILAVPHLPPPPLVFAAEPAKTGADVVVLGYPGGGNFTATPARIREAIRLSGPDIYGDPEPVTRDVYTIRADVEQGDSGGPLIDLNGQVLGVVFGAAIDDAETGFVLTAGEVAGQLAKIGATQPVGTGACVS
GDH-TPI inh: inhibits GDH-TPI coupling enzymes, artifact for Mtb FBA screen; inhibition, % at 4.8 µM; 360,000 compounds, 1.2% hits; GDH-TPI coupled enzyme counterscreen, NADH absorbance; in the data active = inhibition above about 30%;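 also: 0% = DMSO wells and 100% = wells lacking the enzyme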
FadD28 FP inh: M. tuberculosis FadD28 bisubstrate binding inhibition. FadD28 bisubstrate probe binding, fluorescence polarization. 360,000 compounds, 0.22% hits. inhibition, % at 12.5 µM. AID 588549; in the data active = inhibition above about 8.5%, passing the limit was not always enough
PrPC surface inh: inhibitors of human cell surface prion protein PrPC. P04156. TR-FRET read-out. inhibition, % at 13.8 µM. 370,000 compounds, 0.43% hits; in the data active = inhibition above about 24%; also: 0% = median of the test wells and 100% = reference compound wells
FBA Mtb inh: inhibitors of M. tuberculosis fructose-bisphosphate aldolase; P9WQA3; 360,000 compounds, 2.3% hits; inhibition, % at 1 µM; purified M. tuberculosis FBA, fluorescence read-out; in the data active = inhibition above about 27%;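 also: 0% = vehicle and 100% = reference inhibitor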
Mtb BioA inh: blocks M. tuberculosis BioA enzyme activity; AID 602481; purified M. tuberculosis BioA enzyme, plate reader; 360,000 compounds, 0.096% hits; inhibition, % at 9.99 µM; in the data active = inhibition above about 40%
MazEF act: activators of E. coli MazEF toxin-antitoxin RNase | activation, % at 20 µM | FAM/BHQ RNA-DNA oligo cleavage fluorescence, 5 h | 350,000 compounds, 0.32% hits | P0AE70; in the data active = activation above about 50%
Target sequence (P0AE70 whole entry, looked up): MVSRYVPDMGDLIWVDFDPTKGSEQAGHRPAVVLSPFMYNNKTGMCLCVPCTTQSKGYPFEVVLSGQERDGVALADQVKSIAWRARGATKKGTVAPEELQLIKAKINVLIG
Mtb UGM inh: Mtb UDP-galactopyranose mutase inhibition; P9WIQ1; purified UGM, fluorescence polarization probe displacement; inhibition, % at 10 µM; 320,000 compounds, 0.06% hits; AID 504406; in the data active = inhibition above about 10%, passing the limit was not always enough
Target sequence (P9WIQ1 whole entry, looked up): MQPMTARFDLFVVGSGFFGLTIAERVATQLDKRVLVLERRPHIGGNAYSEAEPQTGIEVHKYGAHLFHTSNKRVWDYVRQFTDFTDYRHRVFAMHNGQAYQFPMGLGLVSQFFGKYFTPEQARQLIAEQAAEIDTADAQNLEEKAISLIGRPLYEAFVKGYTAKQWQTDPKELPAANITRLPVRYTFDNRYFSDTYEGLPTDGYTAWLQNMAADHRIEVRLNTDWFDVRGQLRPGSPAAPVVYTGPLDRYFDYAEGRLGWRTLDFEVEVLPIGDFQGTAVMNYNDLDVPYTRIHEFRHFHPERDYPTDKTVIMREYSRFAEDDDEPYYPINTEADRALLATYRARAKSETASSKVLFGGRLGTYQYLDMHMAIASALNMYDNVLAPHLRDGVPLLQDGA
BoNT F protease: inhibitors of Botulinum neurotoxin F light chain protease. 360,000 compounds, 0.22% hits. inhibition, % at 10 µM. Multiplex microsphere protease cleavage assay, flow cytometry; in the data active = inhibition above about 35%, passing the limit was not always enough; also: plate controls were buffer without enzyme for full effect and enzyme alone for no effect
The depositor's hits bear a star; nt = no result given.

1: Cc1cc(C)c(S(=O)(=O)N2CCC3(CC2)OCCN3S(=O)(=O)c2cccs2)c(C)c1
2: Cc1ccc(-c2nnc(-c3ccccc3)c(N3CCOCC3)n2)cc1
3: O=C(NCCN1CCCCCC1)C1CCCN1S(=O)(=O)c1cccc2nsnc12 (stereo not given)
4: COC(=O)C1=C(N)Oc2c(oc(CO)cc2=O)C1c1ccccc1F (stereo not given)
5: CC(=O)Nc1ccc(C(C#N)=Cc2ccc(N(C)CCC#N)cc2)cc1
6: CCCCNC(=O)CCCCC(=O)N/N=C/c1cccc(Cl)c1
7: C[C@H](CO)N1C[C@H](C)[C@@H](CN(C)Cc2ccc3c(c2)OCO3)Oc2c(NC(=O)Cc3ccccc3)cccc2C1=O
8: O=C(NC1CCCCCCC1)c1cc(COc2ccc3ncccc3c2)on1
entry no. | 1 | 2 | 3 | 4 | 5 | 6 | 7 | 8
Rv3671c protease | nt | 10 | 3 | -3 | nt | -12 | 8 | nt
GDH-TPI inh | 7 | 13 | 20 | -3 | 31* | 1 | 1 | -2
FadD28 FP inh | -3.6 | -1.2 | -1.7 | -2.2 | -1.6 | 0.0 | -2.1 | -2.2
PrPC surface inh | -5 | -6 | -20 | 6 | -4 | 0 | -5 | 28*
FBA Mtb inh | 0 | -1 | 7 | 2 | -3 | 1 | -1 | 2
Mtb BioA inh | nt | 4.9 | -1.4 | -0.5 | 1.0 | nt | 1.9 | nt
MazEF act | 2 | 0 | 4 | -4 | -15 | 3 | 8 | 14
Mtb UGM inh | nt | 0.6 | -0.1 | -0.7 | nt | 1.2 | 1.7 | nt
BoNT F protease | 6 | -4 | 4 | -8 | 1 | -2 | -2 | 3

9: CC(c1nnc(SCC(=O)Nc2cccnc2Cl)n1-c1ccccc1)N(C)C (stereo not given)
10: CC(=O)Nc1ccc(S(=O)(=O)N2CCN=C2SCc2ccc([N+](=O)[O-])cc2)cc1
11: O=C(CN(Cc1ccccc1Cl)C(=O)CN1C(=O)CSc2ccccc21)NC1CC1
12: Cn1c(=O)c(=O)n(C)c2cc(S(=O)(=O)CCC(=O)Nc3cccc(C(F)(F)F)c3)ccc21
13: Cc1cccc(-c2nnc(-c3ccccc3)o2)c1
14: CC(OC(=O)c1ccc(NC(=O)CC#N)cc1)C(=O)NCCC1=CCCCC1 (stereo not given)
15: CCCSc1cc(N2CCN(C)CC2)nc(-c2ccc(OC)cc2)n1
16: Cc1ccsc1/C=C(\CC(=O)O)c1nc2ccccc2o1
entry no. | 9 | 10 | 11 | 12 | 13 | 14 | 15 | 16
Rv3671c protease | -7 | 1 | 1 | 2 | 8 | -99 | -11 | -1
GDH-TPI inh | -4 | -1 | 8 | 7 | 4 | -5 | -1 | 44*
FadD28 FP inh | -0.9 | 0.1 | 0.7 | -0.9 | -4.1 | -2.7 | -1.5 | 2.3
PrPC surface inh | 5 | -8 | 0 | -2 | -9 | 4 | -7 | -1
FBA Mtb inh | 2 | -2 | 2 | -1 | 26 | 4 | -3 | 3
Mtb BioA inh | nt | -0.8 | -1.1 | -1.7 | 1.0 | 1.0 | nt | 0.1
MazEF act | 4 | -5 | 2 | 6 | -4 | -14 | 0 | 0
Mtb UGM inh | -0.3 | 1.2 | 1.6 | 1.9 | 0.6 | -2.6 | 1.6 | 0.2
BoNT F protease | -4 | -3 | 4 | 1 | -6 | 12 | 4 | -1

17: C(#CCN1CCC(Cc2ccccc2)CC1)COCCOCc1ccccc1
18: CCC(C)(C)NC(=O)C(c1ccncc1)N(C(=O)c1sc(C)nc1C)c1ccc(C)cc1 (stereo not given)
19: C=CCNC(=O)c1ccccc1NC(=O)COc1ccccc1
20: Oc1ccc(/C=N/NC(=S)Nc2cccnc2)cc1
21: CCC(=O)N1c2ccc(S(=O)(=O)NC3CCCCC3)cc2CC1C (stereo not given)
22: Cn1cccc1C(=O)OCC(=O)c1ccc(Br)s1
23: CN1CCCCC1(C)C(=O)NCc1ccc(F)cc1 (stereo not given)
24: CC(C)CCNC(=O)c1cc2c(=O)[nH]c3ccccc3c2s1
entry no. | 17 | 18 | 19 | 20 | 21 | 22 | 23 | 24
Rv3671c protease | 2 | -7 | 1 | -4 | 2 | 8 | nt | -12
GDH-TPI inh | 4 | -3 | 1 | 36* | -3 | 2 | 12 | 14
FadD28 FP inh | -0.9 | -3.5 | 0.5 | 0.4 | -3.0 | -8.1 | -0.1 | -2.4
PrPC surface inh | -2 | 0 | 0 | 3 | 7 | -2 | -6 | 7
FBA Mtb inh | -2 | 0 | 1 | 5 | -1 | -2 | 0 | 9
Mtb BioA inh | nt | nt | nt | nt | 6.8 | nt | 1.3 | -2.0
MazEF act | 0 | 3 | 5 | -1 | 6 | 5 | nt | 12
Mtb UGM inh | 0.0 | 0.5 | -2.7 | 2.7 | 2.0 | -2.0 | nt | 2.1
BoNT F protease | -1 | 3 | -8 | 4 | -2 | -2 | -1 | 10

25: O=S(=O)(Nc1cc(Cl)cc(Cl)c1)N1CCOCC1
26: Cc1ccc(N(C)S(=O)(=O)c2cc3c(cc2C)NC(=O)CO3)cc1
27: COc1ccccc1CCNS(=O)(=O)CCNC(=O)c1ccccc1
28: O=C(CCc1ccccc1)NCCSCc1c(F)cccc1Cl
29: O=C(O)c1cccc(N=NN2CCCCCC2)c1
30: CC(CN1CCOCC1)OC(=O)c1cccs1 (stereo not given)
31: Cc1c(Cl)cccc1Nc1nc(NCCO)c2ccccc2n1
32: CCC(=O)Nc1cc(SCCO)cc([N+](=O)[O-])c1
entry no. | 25 | 26 | 27 | 28 | 29 | 30 | 31 | 32
Rv3671c protease | 2 | 0 | 1 | 7 | 0 | -16 | 1 | 14
GDH-TPI inh | -6 | 8 | 3 | 3 | 8 | 9 | -2 | 2
FadD28 FP inh | 0.6 | -1.1 | -0.9 | 0.6 | -0.6 | -1.8 | -4.8 | 0.0
PrPC surface inh | 6 | -2 | -5 | 2 | 9 | -3 | -6 | -31
FBA Mtb inh | 0 | 3 | 1 | 4 | -2 | 4 | 4 | -1
Mtb BioA inh | 0.0 | -0.8 | 0.3 | 1.4 | -1.7 | -1.7 | 3.0 | -0.1
MazEF act | -1 | 0 | -4 | 7 | 13 | 0 | 24 | -4
Mtb UGM inh | 1.1 | -3.8 | 1.3 | 0.3 | 3.3 | 1.5 | -3.3 | 4.5
BoNT F protease | -13 | -3 | -2 | -4 | -5 | 0 | -16 | -1

Single values from the entries so far.
In Mtb UGM inh, Cc1ccc(N(C)S(=O)(=O)c2cc3c(cc2C)NC(=O)CO3)cc1 is entered as -3.8
In FBA Mtb inh, O=C(O)c1cccc(N=NN2CCCCCC2)c1 is entered as -2
In GDH-TPI inh, O=S(=O)(Nc1cc(Cl)cc(Cl)c1)N1CCOCC1 is entered as -6
In MazEF act, CCC(=O)Nc1cc(SCCO)cc([N+](=O)[O-])c1 is entered as -4
In Rv3671c protease, CC(CN1CCOCC1)OC(=O)c1cccs1 (stereo not given) is entered as -16

Following part:
33: Cc1cc(C)c(CN2CCN(Cc3ccc(C)o3)C(CCO)C2)c(-n2cccn2)c1 (stereo not given)
34: CN(C)CCCNC(=O)c1cc(C(=O)c2cccc(Cl)c2Cl)c[nH]1
35: CC(C)CCNC(=O)Cc1ccc(Nc2nc(=S)[nH]c3ccccc23)cc1
36: COc1ccc(C(=O)N/N=C(\C)CC(=O)NC2CCCCC2)c(OC)c1
37: COc1ccc(NC(=O)CN2C(=O)NC(c3ccccc3)(c3ccccc3)C2=O)cc1OC
38: COCCNC(=O)C(=O)N/N=C(\C)CC(=O)Nc1ccc2c(c1)OCO2
39: CC(=O)c1sc(NC(=O)c2cccc(N3C(=O)CCC3=O)c2)nc1-c1ccccc1
40: NS(=O)(=O)c1cccnc1Nc1cccc(C(F)(F)F)c1
entry no. | 33 | 34 | 35 | 36 | 37 | 38 | 39 | 40
Rv3671c protease | 5 | 4 | -5 | -6 | -4 | 4 | -8 | 1
GDH-TPI inh | 6 | 4 | 12 | 8 | 2 | -4 | 9 | 17
FadD28 FP inh | -0.8 | nt | -3.3 | 0.8 | -2.0 | -2.5 | -3.2 | -1.8
PrPC surface inh | -9 | -2 | -14 | 3 | -7 | 7 | -7 | -5
FBA Mtb inh | -1 | -2 | -2 | 1 | 0 | 0 | 2 | 1
Mtb BioA inh | nt | -1.1 | -0.2 | -0.5 | 1.8 | nt | -0.8 | 0.4
MazEF act | 6 | 6 | 8 | -4 | 11 | -3 | 2 | -10
Mtb UGM inh | 0.6 | 0.7 | -1.1 | 1.4 | -3.4 | 1.1 | -1.2 | 1.7
BoNT F protease | -1 | 2 | 4 | -7 | -3 | 3 | -2 | -2

41: CCC(=O)N1CCN(c2nc(CC)nc3sc4c(c23)CCCC4)CC1
42: COCCCNC(=O)CCC(=O)NNc1nc2ccccc2c2nc(C)nn12
43: Cc1cc(/C=N/NC(=O)CC#N)c(C)n1-c1ccc([N+](=O)[O-])cc1
44: COc1ccc(C(CC(=O)Nc2nccs2)n2cccc2)cc1 (stereo not given)
45: Cc1c(C(=O)NCCSCc2c(Cl)cccc2Cl)cccc1[N+](=O)[O-]
46: O=C(NCc1ccccn1)C1CCC(=O)N1C1CCCCC1 (stereo not given)
47: O=C(NNC(=O)C12CC3CC(CC(C3)C1)C2)c1cccc([N+](=O)[O-])c1
48: O=C(O)C1CC=C(Cl)CC1C(=O)NCc1ccccc1 (stereo not given)
entry no. | 41 | 42 | 43 | 44 | 45 | 46 | 47 | 48
Rv3671c protease | 4 | 5 | 3 | 6 | 6 | 2 | -5 | 12
GDH-TPI inh | 4 | 3 | 7 | 12 | 6 | -5 | 7 | 1
FadD28 FP inh | -3.4 | 0.2 | 0.9 | -1.5 | -1.5 | -2.4 | -1.6 | -3.1
PrPC surface inh | -8 | 1 | -8 | -8 | 1 | 0 | -17 | 0
FBA Mtb inh | 0 | 5 | -1 | -1 | 1 | 5 | 1 | 0
Mtb BioA inh | 17 | 0.2 | nt | 6.9 | -0.7 | -0.7 | 0.0 | -0.1
MazEF act | 2 | 7 | 1 | -4 | 1 | -6 | 10 | 0
Mtb UGM inh | 1.0 | -0.5 | 0.0 | 1.4 | 1.3 | 2.5 | 2.1 | 4.9
BoNT F protease | -23 | 0 | 1 | -1 | -5 | -6 | 3 | -2

Three compounds from above, arranged by SMILES length, lowest first.
19: C=CCNC(=O)c1ccccc1NC(=O)COc1ccccc1
42: COCCCNC(=O)CCC(=O)NNc1nc2ccccc2c2nc(C)nn12
38: COCCNC(=O)C(=O)N/N=C(\C)CC(=O)Nc1ccc2c(c1)OCO2
entry no. | 19 | 42 | 38
Rv3671c protease | 1 | 5 | 4
GDH-TPI inh | 1 | 3 | -4
FadD28 FP inh | 0.5 | 0.2 | -2.5
PrPC surface inh | 0 | 1 | 7
FBA Mtb inh | 1 | 5 | 0
Mtb BioA inh | nt | 0.2 | nt
MazEF act | 5 | 7 | -3
Mtb UGM inh | -2.7 | -0.5 | 1.1
BoNT F protease | -8 | 0 | 3

The results go on.
49: CCO[C@H]1OC(C(=O)NCc2ccccc2)=C[C@@H](c2ccccc2)[C@@H]1CCCO
50: CC1(C(=O)NS(=O)(=O)Cc2cccc(Cl)c2)CCN1C(=O)CCc1cccs1 (stereo not given)
51: COc1ccc(-c2c(-c3cc(OC)cc(OC)c3)n(C)c3ccc(-c4ccc(N(C)C)nc4)cc23)cc1
52: Cc1ccc(-c2csc3ncn(CC(=O)NCC(c4ccco4)N4CCCC4)c(=O)c23)cc1 (stereo not given)
53: COc1ccc(NC(=O)COC(=O)c2ccc(Cl)c(S(N)(=O)=O)c2)c([N+](=O)[O-])c1
54: Cn1ncc(N=Cc2ccccc2)c1C(N)=O
55: CCOC(=O)c1c(NC(=O)CSc2nc(C)cc(C)c2C#N)sc(C(C)=O)c1C
56: Cc1cccc(Cc2nnc(CCC(=O)NCc3cnc4ccccn34)o2)c1
57: O=c1[nH]cnc2[nH]ncc12
entry no. | 49 | 50 | 51 | 52 | 53 | 54 | 55 | 56 | 57
Rv3671c protease | 3 | nt | 6 | -1 | -4 | -1 | 4 | -1 | 0
GDH-TPI inh | 0 | 1 | 6 | -3 | 5 | 0 | -4 | 3 | -2
FadD28 FP inh | -3.7 | -0.6 | 1.1 | nt | -0.7 | 0.9 | -1.7 | -4.2 | 0.2
PrPC surface inh | 5 | -1 | 4 | -11 | -42 | -6 | 2 | -3 | -3
FBA Mtb inh | -2 | 2 | 5 | -2 | -4 | -2 | -2 | 17 | 6
Mtb BioA inh | 0.5 | -0.4 | -0.6 | -1.1 | nt | 5.8 | -1.9 | nt | -0.2
MazEF act | 6 | nt | -6 | 1 | 1 | 4 | -4 | -5 | -9
Mtb UGM inh | -0.4 | nt | 1.7 | 2.0 | -2.2 | 0.0 | -2.5 | -1.7 | -3.0
BoNT F protease | 2 | 4 | -8 | 0 | -5 | -7 | 11 | -2 | -5
